Assay outcomes as filed in PubChem BioAssay.
PMI inhibitors: inhibitors of human PMI, primary screen, biochemical, fluorescence intensity, coupled assay (AID 1209); purified PMI enzyme, coupled fluorescence intensity; higher % means a stronger effect; inhibition, % at 20 µM, or IC50 in µM where a hit was titrated; actives 0.42% (n = 190,000);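 also: plate controls were DMSO vehicle for no effect and wells lacking substrate for full effect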
RSV CPE inhibition: inhibition of RSV-induced cytopathic effect – HEp-2 cells, primary 10 µM value included (AID 2391) | HEp-2 cells, RSV-induced CPE inhibition; higher % means a stronger effect | CPE inhibition, % at 10 µM; hits with a dose series show IC50 in µM | actives 0.13% (n = 310,000); in the data active = a potency from the dose series; inconclusive = CPE inhibition mostly from about 23% at the one dose, without a potency; inactive = the rest, 99 in 100 with CPE inhibition below about 21%; also: strong numbers were not always called active
TNAP activation fold: human TNAP enzyme activators, primary screen, biochemical, luminescent, no phosphate acceptor, uHTS (AID 1001). purified TNAP, luminescent activation assay, no phosphate acceptor; higher activation fold means a stronger effect. activation fold at 20 µM, or EC50 in µM where a hit was titrated. actives 0.03% (n = 200,000); in the data active = activation fold from about 3, or a potency from the dose series; inactive = the rest, 99 in 100 with activation fold below about 1.6; also: many of its hits are not listed in these tables
M1AAP inhibition: malaria alanyl aminopeptidase activity blockers – biochemical, fluorogenic H-Leu-NHMec substrate, 1536-well (AID 1445); recombinant M1AAP, H-Leu-NHMec fluorogenic kinetic assay; higher % means a stronger effect; actives 0.42% (n = 220,000); inhibition, % at 30 µM, or IC50 in µM where a hit was titrated;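 active = primary inhibition above the hit cutoff, then over 50% inhibition at one or more dose response concentrations, cut at about 23% in these data, passing the limit was not always enough; inconclusive = conflicting primary data, or primary hits not chosen for dose response; inactive = low primary inhibition, or under 50% at every dose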;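 also: plate controls were DMSO full reaction for no effect and no enzyme background for full effect; strong numbers were not always called active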
M17LAP inhibition: P. falciparum M17LAP inhibitors, primary screen, biochemical, fluorogenic H-Leu-NHMec substrate, 1536-well (AID 1619); recombinant M17LAP, H-Leu-NHMec fluorogenic kinetic assay; higher % means a stronger effect; one-dose inhibition, % at 30 µM; IC50 in µM for titrated hits; actives 0.38% (n = 220,000);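 active = compound inhibiting the enzyme by more than half at any dose during confirmatory dose-response retesting; inconclusive = strong single-dose inhibitors picked by rank but not retested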;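 also: plate controls were full reaction with DMSO carrier for no effect and no enzyme background for full effect; strong numbers were not always called active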
PMI inhibition: MPI inhibition at elevated mannose 6-phosphate – biochemical, fluorescence intensity, high mannose 6-phosphate, primary screen (AID 1220); recombinant PMI enzyme, coupled fluorescence intensity; higher % means a stronger effect; one-dose inhibition, % at 20 µM; IC50 in µM for titrated hits; actives 0.66% (n = 190,000)
UTI89 phage lysis: protection from phage-mediated lysis, alamar blue read-out – E. coli UTI89, K1F phage, bacterial capsule biogenesis inhibitors (AID 488966) | E. coli UTI89 K1F phage lysis, alamar blue, 2 h; higher % means a stronger effect | one-dose inhibition, % at 100 µM; IC50 in µM for titrated hits | actives 0.02% (n = 340,000);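 active = phage lysis inhibition, versus mean bacterial control, above a set limit; inconclusive = no clear call, values can overlap the other calls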;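 also: capsule biogenesis inhibitors block K1F phage lysis so surviving cells raise fluorescence; higher fluorescence means more inhibition of phage lysis; actives were called in the ten point dose series up to 300 µM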
West Nile virus CPE: inhibition of WNV-induced cytopathic effect – cell-based, CPE readout (AID 1621). West Nile virus-infected cells, CPE inhibition; higher % means a stronger effect. one-dose CPE inhibition, % at 10 µM; IC50 in µM for titrated hits. actives 0.02% (n = 290,000); in the data active = a potency from the dose series; inconclusive = CPE inhibition mostly from about 3.7% at the one dose, without a potency; inactive = the rest, 99 in 100 with CPE inhibition below about 2.2%; also: strong numbers were not always called active
T cell modulator: T cell immune modulators affecting CD8 T cell-vesicle binding | actives 0.068% (n = 330,000) | 2C CD8+ T cell-vesicle binding, flow cytometry; hits give low values | calls only at 7 µM;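 active = response, share of CD8 T cells binding vesicles, and their 90th percentile fluorescence all below set limits, cut at about 80% in these data, passing the limit was not always enough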
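System: murine 2C transgenic CD8+ T lymphocytes; also added: QL9-loaded Drosophila micro-vesicles; times: binding 1.5 h at 37 °C; measured by: flow cytometry, PE anti-B7-1 (FL2) versus Alexa647 anti-CD8 (FL8), PFA-fixed; control set: Peptide-free naked vesicles (low) and QL9 vesicles with 0.7% DMSO vehicle (high)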
T cell modulator vesicle-bound %: recorded beside T cell modulator, whose call it bears; double positive events, %; measured here: CD8+ vesicle-bound cell fraction;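 binding gate set so that unloaded-vesicle control wells show 10% double positive cells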
Numbers without * were called inactive; i = inactive; ? = inconclusive; . = not tested or not shown; [ ] = remark or other dose. Rule as the data show it, unless noted: active = inhibition above about 50%; inactive = the rest.

SMILES | PMI inhibitors | RSV CPE inhibition | TNAP activation fold | M1AAP inhibition | M17LAP inhibition | PMI inhibition | UTI89 phage lysis | West Nile virus CPE | T cell modulator | T cell modulator vesicle-bound %
O=C(Nc1ncc(Cc2cccc(Cl)c2Cl)s1)c1ccc([N+](=O)[O-])cc1 | -2% | 3.9% | 1 | 5% | 17% | -1% | 0.7% | -0.5% | i | 44
CC(C)C(C(=O)NC1CCCC1)N(CC1CCCO1)C(=O)CNS(=O)(=O)c1ccccc1 (stereo not drawn) | . | 1.0% | . | . | . | . | 0.0% | 0.1% | i | 22
CCSc1nnc2nc3[nH]c4c(C)cccc4c3nn12 | -3% | 1.4% | 1 | -2% | -4% | 0% | . | -0.3% | i | 64
O=C(c1ccc(Cl)cc1)N1N=CCC1(O)c1ccc(Cl)cc1 (stereo not drawn) | . | 2.7% | . | . | . | . | 1.4% | -0.5% | i | 58
Cc1ccccc1C(=O)Nc1nnc(CC(=O)N/N=C/c2ccco2)s1 | . | 1.1% | . | 13% | -5% | . | 0.1% | 0.1% | i | 25
CCCCOc1ccc(-c2c(C#N)c(N)nc(SCC(N)=O)c2C#N)cc1 | 10% | 39% | 1 | 5% | 13% | 10% | -0.8% | -0.2% | i | 38
COc1ccc(C(=O)NC2CC(C)(C)Cc3c2cnn3-c2ccccc2C)o1 (stereo not drawn) | . | 1.7% | . | . | . | . | -0.2%[50 µM] | -1.5% | i | 23
CCCc1cc(=O)n2[nH]c(NCc3ccc(OC)cc3)nc2n1 | -11% | -1.1% | 1.1 | -1% | 19% | -4% | 0.3% | -0.1% | i | 40
N#Cc1cc2c(=O)n3ccccc3nc2n(-c2ccccc2Cl)c1=O | -24% | 1.6% | 1.1 | 11% | -153% | -29% | 0.2% | -0.9% | i | 30
COCCn1c(C)cc(C(=O)COc2ccc(C)nc2[N+](=O)[O-])c1C | 19% | 0.7% | 1 | 8% | 6% | 52%* | -0.3% | -0.5% | i | 56
COc1cc(C(=O)Nc2ccc(Br)cc2C(=O)c2cc(OC)c(OC)c(OC)c2)cc(OC)c1OC | 17% | 1.7% | 1.1 | 1% | 12% | 18% | i | ? | i | 42
Cc1cccc2cc(CN(Cc3ccccc3)C(=S)NCCCN(C)C)c(=O)[nH]c12 | 8% | -2.8% | 1 | . | . | 6% | 2.7% | 1.2% | i | 39
COc1ccccc1C(=O)Nc1ccccc1C(=O)NC1CCCCC1 | . | 2.1% | . | . | . | . | 0.1% | 0.0% | i | 14
O=[N+]([O-])c1ccc(N/N=C/c2ccccc2)cc1 | . | 56% | . | 4% | -7% | . | -1.1% | 0.1% | i | 43
CCCCCCN1C=CC=C/C1=C\C=C(C#N)C#N | . | . | . | 4% | -10% | . | . | -0.3% | i | 22
Oc1oc(-c2ccccc2)nc1/C=N/c1nccs1 | -1% | 1.2% | 0.8 | 0% | 5% | -3% | 0.2% | -0.7% | i | 39
O=C(c1ccc(CS(=O)(=O)c2ccc(Br)cc2)o1)N1CCCCCC1 | -3% | -0.1% | 1.2 | -5% | -3% | -2% | -0.7% | -0.9% | i | 36
CN(C)C(=O)C(CCN1CCC(O)(c2ccc(Cl)cc2)CC1)(c1ccccc1)c1ccccc1 | -10% | ? | 1.1 | 0% | 9% | -12% | 4.6% | 3.4% | i | 17
COc1ccc2nc(/N=C/c3c(C)[nH]n(-c4ccc(C)cc4C)c3=O)sc2c1 | 2% | 1.5% | 1 | -3% | -19% | 3% | 1.4%[50 µM] | -0.3% | i | 7
COC(=O)c1ccc(OC)cc1OCC(=O)N1CCN(c2ccc(F)cc2)CC1 | 13% | 1.1% | 1.1 | 5% | 5% | 11% | 0.4% | -0.4% | i | 4
CCOC(=O)c1ccc(CNC(=O)CSc2nnnn2-c2ccc(Cl)cc2)o1 | 3% | -0.4% | 1 | 3% | 2% | 5% | 2.9% | . | i | 51
O=C1c2ccccc2NC(c2cccc(F)c2)N1Cc1ccccc1 (stereo not drawn) | . | -0.5% | . | . | . | . | 0.4% | -0.7% | i | 12
COc1ccc(OC)c(NC(=S)N2CCN(c3ccccn3)CC2)c1 | 0% | -0.7% | 1.1 | 2% | 9% | -4% | 0.0% | 0.1% | i | 50
Cc1cc2ccccc2n2c(SCC(=O)Nc3ccc(S(=O)(=O)N4CCC(C)CC4)cc3)nnc12 | 20% | ? | 1 | 10% | 9% | 9% | 2.2% | -0.2% | i | 43
CCC(CC)=NNc1ccc(S(N)(=O)=O)cc1[N+](=O)[O-] | . | 1.6% | . | 0% | -13% | . | 0.1% | 0.8% | i | 58

Exported with two lines to a compound: entries from further up
Order of values – PMI inhibitors, RSV CPE inhibition, TNAP activation fold, M1AAP inhibition, M17LAP inhibition, PMI inhibition, UTI89 phage lysis, West Nile virus CPE, T cell modulator, T cell modulator vesicle-bound %
CCSc1nnc2nc3[nH]c4c(C)cccc4c3nn12
 : -3%, 1.4%, 1, -2%, -4%, 0%, ., -0.3%, i, 64
CCOC(=O)c1ccc(CNC(=O)CSc2nnnn2-c2ccc(Cl)cc2)o1
 : 3%, -0.4%, 1, 3%, 2%, 5%, 2.9%, ., i, 51
CN(C)C(=O)C(CCN1CCC(O)(c2ccc(Cl)cc2)CC1)(c1ccccc1)c1ccccc1
 : -10%, ?, 1.1, 0%, 9%, -12%, 4.6%, 3.4%, i, 17

Next records:
SMILES | PMI inhibitors | RSV CPE inhibition | TNAP activation fold | M1AAP inhibition | M17LAP inhibition | PMI inhibition | UTI89 phage lysis | West Nile virus CPE | T cell modulator | T cell modulator vesicle-bound %
Cc1ccc2c(c1)c1c(n2CC(O)Cn2nc(C)c(Br)c2C)C(=O)CCC1 (stereo not drawn) | 14% | -0.8% | 1.1 | -4% | -10% | 6% | 1.1% | 0.1% | i | 36
S=C(NCC1CCCO1)N1CCN(c2ccc(Cl)c(Cl)c2)CC1 (stereo not drawn) | 10% | -1.9% | 1.1 | 4% | 4% | 8% | 0.0% | -0.8% | i | 15
CCOC(=O)N1CCN(C(=S)Nc2cc(S(=O)(=O)N3CCOCC3)ccc2Cl)CC1 | 1% | 13% | 1.1 | 2% | -11% | 2% | -0.5% | -0.8% | i | 11
Cc1ccc(N(C(=O)Cn2nnc3ccccc32)C(C(=O)NCc2ccco2)c2cccnc2)cc1 (stereo not drawn) | 1% | 0.5% | 1.1 | 0% | 2% | -4% | 1.4% | -0.1% | i | 19
CCc1sc(C(=O)NCCc2ccc(S(N)(=O)=O)cc2)cc1Br | 2% | 12% | 1.1 | -1% | 2% | 7% | 1.5% | -0.7% | i | 41
CCCCN1C(=O)C(O)=C(C(C)=O)C1c1ccc(OC)cc1OC (stereo not drawn) | 0% | 0.3% | 1.1 | 6% | 17% | 0% | 0.7% | -0.1% | i | 3
O=C(Cn1nnc2ccccc21)N/N=C\C=C\c1ccccc1 | 1% | 2.5% | 1.1 | 4% | -4% | 4% | 0.1% | 0.4% | i | 26
CCOC(=O)c1cnc2c(C)cccc2c1NCc1ccco1 | 19% | 21% | 1 | 11% | -2% | 8% | 0.4% | -0.5% | i | 16
O=C(O)c1cccc(CN2C(=O)c3ccccc3C2=O)c1 | . | 2.9% | . | . | . | . | 0.0% | 1.0% | i | 41
CC(=O)Nc1ccc(S(=O)(=O)Nc2ccc(S(=O)(=O)Nc3nccs3)cc2)cc1 | . | 3.4% | . | . | . | . | -0.1% | 0.1% | i | 40
O=C(NCCc1ccc(Cl)cc1)C1CCCN(S(=O)(=O)N2CCCCCC2)C1 (stereo not drawn) | . | 2.0% | . | . | . | . | 0.1% | -0.2% | i | 18
N#Cc1nc(-c2ccccc2Cl)oc1N1CCCCC1 | 5% | ? | 1.1 | 10% | 2% | 3% | 0.5% | -0.5% | i | 28
COc1cccc(NC(=O)N2CCCC2C(=O)NC(C)C)c1 (stereo not drawn) | 16% | 1.2% | 1 | -8% | 5% | 6% | 1.2% | 0.2% | i | 19
COc1cc(NC(=O)c2ccccc2[N+](=O)[O-])ccc1NC(=O)C(C)C | 2% | 1.9% | 1.2 | -6% | 17% | 4% | 2.4% | -0.8% | i | 7
Clc1ccccc1CNc1ncnc2nc[nH]c12 | 14% | 0.2% | 1.4 | 1% | 48µM* | 10% | 0.4% | 0.1% | i | 28
CCc1ccc(-n2c(C)cc(/C=N/NC(=O)OC)c2C)cc1 | 4% | 2.2% | 1 | 1% | -3% | 2% | -0.4% | 0.9% | i | 61
Cc1noc2ncnc(Sc3ccc(Cl)cc3)c12 | 1% | 17% | 1.1 | -8% | -21% | -11% | 0.1% | -0.6% | i | 26
O=C(CSc1ncccn1)NN=C1CCCCCCC1 | -11% | 1.7% | 1.1 | -2% | 11% | -7% | 0.4% | 0.1% | i | 30
CCSC1=C(C#N)C(c2ccc(C)s2)CC(=O)N1 (stereo not drawn) | 12% | 3.8% | 1.1 | . | . | 19% | -1.5% | -0.5% | i | 33
Cn1cccc1CC(=O)NNC(=S)Nc1ccc(Cl)cc1 | 0% | 0.5% | 2.1 | -7% | 20% | -5% | 0.3% | 0.1% | i | 41
S=C(NCc1ccco1)N1CCN(c2nc(-c3ccc(Cl)cc3)cs2)CC1 | 10% | 2.8% | 1 | 1% | 18% | 7% | 0.1% | -0.8% | i | 55
COc1ccc(N(Cc2cc3cc(C)ccc3[nH]c2=O)C(C)=O)cc1 | . | -0.3% | . | . | . | . | 2.0% | -0.7% | i | 52
CN(C)/C=C(\c1cnc(Cl)s1)S(=O)(=O)c1ccccc1 | 2% | -1.8% | 1 | 1% | 0% | 0% | 0.2% | 0.7% | i | 26
O=C(Cc1ccccc1Cl)N1CCN(c2ccccn2)CC1 | 6% | 0.9% | 1.1 | 0% | -4% | 9% | 0.0% | 0.3% | i | 20
O=C(O)c1ccc2c(c1)[C@@H]1C=CC[C@@H]1[C@H](c1ccccn1)N2 | . | 3.8% | . | . | . | . | 0.2% | -0.3% | i | 25
Cc1ccc(C(=O)c2cc3ccccc3o2)cc1[N+](=O)[O-] | 2% | 1.3% | 1.1 | 3% | 0% | 8% | -0.6% | -0.5% | i | 64
COCCNC(=O)CN1CCC(NC(=O)c2ccco2)CC1 | 4% | 0.2% | 1.1 | 0% | 3% | 4% | 0.1% | 0.2% | i | 45
CC1CCN(c2oc(-c3ccccc3F)nc2C#N)CC1 | 11% | 4.2% | 1.1 | 14% | -5% | 16% | 0.9% | -0.9% | i | 30
CCn1c(SCC(=O)Nc2ccccc2F)nnc1-c1ccoc1C | . | 2.0% | . | . | . | . | 0.0% | -0.4% | i | 21
